RAD54 branch: inhibitors of human RAD54 branch migration, primary screen, biochemical, fluorescence, single point; AID 602329, 2012; 0.14% of 360,000 active; DNA repair and recombination protein RAD54-like (Homo sapiens), Q92698; inhibition, % at 10.4 µM; RAD54 Holliday junction branch migration, FAM/BHQ fluorescence;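 active = mean normalized replicate activity at least 40 and at least half of replicates scoring 40 or more; inconclusive = only one of the two criteria met; inactive = mean below 40 and under half of replicates reaching 40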;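 also: 0% = median of neutral control wells and 100% = median of positive control wells; inhibitors cause a drop in the FAM fluorescence signal; in these data hits start at about 50%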
E-selectin induc: E-selectin induction in HUVECs, primary screen, imaging, HUVEC, immunofluorescence imaging, single point. 0.37% of 260,000 active. activation, % at 7.58 µM. normalized: neutral wells 0, TNF-alpha wells 100. P16581;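 active = mean E-selectin-positive cell signal at least 10% of the positive control, reached in at least 60% of replicates, without over 20% cell loss; inconclusive = no rule given, readout overlaps actives, possibly toxicity-flagged; inactive = the rest, including those meeting only one limit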;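 also: in these data hits start at about 27%; measured in HUVEC primary endothelial cells; signal is the percent of cells scored E-selectin positive by PE staining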
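Assay system: HUVEC, human umbilical vein endothelial cells / Amount: 3,000 HUVEC/well / Controls: TNF-alpha positive control, DMSO neutral control / Compound dosing: single concentration / Medium: EGM-2 over gelatin coat / Evaluation: percent E-selectin-positive cells / Signal: immunofluorescence imaging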
Xi reactivation: activators of inactive X chromosome reactivation, primary screen, imaging, XiGFP fibroblasts, GFP high-content imaging, set 2 | activation, % at 7.58 µM | 0.055% of 360,000 active | AID 743238, 2013 | XiGFP mouse fibroblasts, % GFP-positive cells imaging, 3 d; cells co-treated with 5-aza-dC sensitizer; scaled so ellipticine positive control = 100%;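 active = mean normalized replicate activation at least 10% and every replicate at or above 10%; inconclusive = only one of the two criteria met; inactive = mean below 10% and not all replicates reach 10%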;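 also: 0% = median of on-plate neutral control wells and 100% = ellipticine 6 µM median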
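System: 68-5-11 XiGFP fibroblast line | Buffer or medium: DMEM containing 5-aza-dC | Compound: Single point | Times: Compounds 3 days, fix/stain 15 min at room temperature | Benchmarks: Positive control ellipticine, 6 µM final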
RAD52 inh: RAD52 DNA annealing inhibitors, primary screen, biochemical, FRET, single point, set 2; DNA repair protein RAD52 homolog (Homo sapiens), P43351; AID 651710, 2012; 0.46% of 360,000 active; recombinant RAD52 DNA annealing, FRET fluorescence; inhibition, % at 18.7 µM;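 active = every replicate showing at least 50% inhibition; inconclusive = mean inhibition at least 50% but not in every replicate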
Target sequence (P43351 whole entry, looked up): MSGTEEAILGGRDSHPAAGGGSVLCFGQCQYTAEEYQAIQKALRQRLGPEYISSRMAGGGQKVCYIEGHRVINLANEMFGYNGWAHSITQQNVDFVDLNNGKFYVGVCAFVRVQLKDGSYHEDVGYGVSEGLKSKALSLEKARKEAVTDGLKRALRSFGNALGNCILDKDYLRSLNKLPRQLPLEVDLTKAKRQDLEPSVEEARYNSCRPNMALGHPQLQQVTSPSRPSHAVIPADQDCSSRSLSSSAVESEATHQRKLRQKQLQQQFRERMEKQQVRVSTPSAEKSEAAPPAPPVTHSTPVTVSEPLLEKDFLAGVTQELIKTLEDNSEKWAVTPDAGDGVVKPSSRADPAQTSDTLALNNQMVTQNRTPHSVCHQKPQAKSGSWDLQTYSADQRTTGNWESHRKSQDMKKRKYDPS
DENV2 CPE rescue: inhibitors of DENV2 cytopathic effect, primary screen, cell-based, plate reader, single concentration | CPE inhibition, % at 9.99 µM | DENV2-infected cells, cytopathic effect rescue | 1.7% of 350,000 active | AID 651640, 2012; in the data active = CPE inhibition above about 20%, passing the limit was not always enough; inconclusive = no clear call, values can overlap the other calls; tested in BHK-21 cells;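 also: 0% = median of neutral control wells and 100% = median of positive control wells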
F508del corr: F508del CFTR correction, initial screen, CFBE line, single point; 0.36% of 350,000 active; activity (quench increase), % at 7.58 µM; CFBE cells, YFP halide quenching; stimulated with forskolin plus potentiator P3; % fluorescence drop versus neutral controls; AID 720511, 2013;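 active = mean added fluorescence quench of at least 8% versus neutral control, with both replicates also reaching 8%; inconclusive = only one of the mean or replicate conditions met; inactive = mean below 8% and not both replicates reaching 8%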;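 also: cells transiently co-express mutant CFTR-F508del with the halide-sensitive YFP; corrector assay measuring rescue of mutant channel to the surface after 24 h compound exposure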
INS-1E GSIS act: GLuc luminescence reporter in INS-1E cells, primary screen for activators of glucose-dependent secretion of insulin; INS-1E GLuc reporter insulin secretion, 2-3 h; activation, % at 16.6 µM; 0.61% of 370,000 active;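 active = lowest replicate activation of at least 40%, so every replicate reaches that level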;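 also: 0% = median of neutral control wells and 100% = median of IBMX positive control wells; some compounds called inactive have numbers as strong as hits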
Casp6 inh: human caspase-6 inhibitors, primary screen, biochemical, VEID-R110 fluorescence, single point, set 2; purified caspase-6, Z-VEID-R110 cleavage fluorescence; inhibition, % at 12.5 µM; 0.53% of 350,000 active;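 active = mean inhibition across replicates at least about 35%, with every replicate also reaching that limit, limit read from the data; inconclusive = only one of the two criteria met; inactive = neither criterion met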;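 also: 0% = median of neutral control wells and 100% = no fluorescence left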
Target sequence (P55212 24-179 limits assumed): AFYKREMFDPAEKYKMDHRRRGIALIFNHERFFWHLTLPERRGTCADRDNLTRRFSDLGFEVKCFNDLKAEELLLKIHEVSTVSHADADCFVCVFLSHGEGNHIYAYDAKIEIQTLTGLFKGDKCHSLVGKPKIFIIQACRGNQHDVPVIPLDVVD
Target sequence (P55212 194-293 limits assumed): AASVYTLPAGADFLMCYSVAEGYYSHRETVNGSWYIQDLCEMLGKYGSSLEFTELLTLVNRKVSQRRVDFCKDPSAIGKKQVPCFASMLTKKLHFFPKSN
An asterisk follows results filed as active; ? = inconclusive; nt = no result given.

SMILES	RAD54 branch	E-selectin induc	Xi reactivation	RAD52 inh	DENV2 CPE rescue	F508del corr	INS-1E GSIS act	Casp6 inh
Cc1ccccc1-c1ccc([C@@H]2[C@@H](CO)N3CCCCN(S(=O)(=O)Cc4ccccc4)C[C@H]23)cc1	3	0.5	0.1	63*	-25	-3.8	-5	-4
COc1ccc(-c2nnc(SCC(C)C)o2)cc1	-9	nt	-0.5	-11	-11	2.6	-14	0
C[C@@H]1CCCCO[C@@H](CN(C)Cc2ccc3c(c2)OCO3)[C@@H](C)CN([C@@H](C)CO)C(=O)c2cc(NS(C)(=O)=O)ccc2O1	-1	1.1	0.1	9	2	0.6	1	2
COCC(=O)N1[C@@H](CO)[C@H](c2ccc(-c3ccccc3OC)cc2)C12CN(C(C)=O)C2	nt	-0.1	0.1	-16	14	-2.7	10	0
CCCCOC(=O)c1ccc(NC(=O)c2c(OC)cccc2OC)cc1	nt	-1.3	0.2	-10	2	1.6	-10	1
NS(=O)(=O)c1ccc(CCNC(=O)c2ccccc2OCc2ccc(F)cc2)cc1	-7	-0.1	0.0	-21	4	2.2	2	-1
C[C@@H]1CN([C@@H](C)CO)C(=O)CCCn2cc(nn2)CO[C@@H]1CN(C)C(=O)Nc1ccnc(N2CCOCC2)c1	2	0.4	-0.2	2	16	-1.0	2	1
Cc1cccc(NC(=O)c2cc(-c3c(C)cc(C)cc3O)n[nH]2)c1	4	-0.1	0.2	-8	6	2.4	-8	-2
C[C@@H]1CN([C@H](C)CO)C(=O)CCCn2cc(nn2)CO[C@@H]1CN(C)S(=O)(=O)c1ccc(Oc2ccccc2)cc1	2	0.0	0.0	-2	0	-0.3	13	0
CCN(CC)S(=O)(=O)c1cc(OC)c(Cl)cc1OC	nt	nt	0.0	-6	1	-1.4	2	2
CC(=O)Nc1ccc(NC(=O)CSc2nnnn2-c2ccccc2F)cc1	0	nt	0.0	1	-5	0.1	11	1
CC1CC(c2ccccc2)=Nc2ccccc2N1 (centres undefined)	4	nt	0.1	-15	-2	-3.6	3	5
O=[N+]([O-])c1ccccc1SNc1ccc(Br)cn1	-1	0.0	0.0	-12	-1	-1.2	-3	-1
CCS(=O)(=O)Nc1ccc2c(c1)C(=O)N(C)C[C@@H](OC)[C@@H](C)CN(C(C)=O)[C@@H](C)CO2	-4	0.3	-0.4	13	2	-1.2	7	-1
Clc1ccc(CN2CCN(c3ncc(Cc4ccccc4)cn3)CC2)c(Cl)c1	nt	-0.5	0.0	-29	0	-0.1	nt	-3
O=C(Nc1ccc2nc3n(c(=O)c2c1)CCCCC3)C(=O)N1CCN(c2ccccc2F)CC1	-2	-0.1	0.4	0	-3	-0.7	-6	0
c1cnc2ccc(-n3ccnc3)cc2c1	4	nt	0.3	-8	16	-2.7	20	0
COCCNC(=O)C(=O)Nc1cc2c3c(c1)CC(=O)N3CCC2	4	11	0.0	-12	14	2.5	2	2
CCC(CC)N1CCN(C(=O)c2cccc(Cl)c2)CC1	-6	nt	0.0	2	4	-2.1	11	0
C/C=C/COC(=O)c1[nH]c2c(c1C)C(=O)CC(c1ccc(N(C)C)cc1)C2 (centres undefined)	-3	nt	0.2	-24	8	3.4	-18	-2
CCCN(CCC)c1ccc(CC(=O)NC(C)Cc2ccccc2)cc1 (centres undefined)	nt	0.8	-0.1	5	3	nt	nt	-2
CCOc1ccc(C(=O)Nc2ncn[nH]2)cc1	0	nt	0.3	2	5	1.9	5	-2
O=C1OC(c2ccc(O)cc2)(c2ccccc2O)c2ccccc21 (centres undefined)	1	-0.1	0.2	3	-9	-5.7	9	3
COc1ccc2c(c1)C[C@]1(C)c3ccccc3C(=O)N(Cc3ccccc3)[C@H]21	-7	0.0	0.0	16	-2	1.9	-15	-3
O=C(O)C[C@H]1C[C@@H]2c3cc(NC(=O)c4cccnc4)ccc3O[C@@H]2[C@@H](CO)O1	-16	-1.2	-0.1	3	-4	2.5	13	2
SMILES	RAD54 branch	E-selectin induc	Xi reactivation	RAD52 inh	DENV2 CPE rescue	F508del corr	INS-1E GSIS act	Casp6 inh
NNC(=S)Nc1c(F)cc(F)cc1Br	-5	-0.2	0.1	-10	3	0.7	nt	7
CCN(CC)S(=O)(=O)c1ccc(N2CCOCC2)c(NC(=O)c2cc3ccccc3oc2=O)c1	4	0.4	0.0	7	6	1.0	3	4
CC(NC(=O)c1ccc(CS(=O)(=O)c2ccc(Cl)cc2)o1)c1ccc2c(c1)OCCO2 (centres undefined)	2	nt	nt	-58	5	1.0	1	0
Cc1ccc(S(=O)(=O)CCC(=O)OC(C)C(=O)Nc2ccc(N3CCOCC3)cc2)cc1 (centres undefined)	18	-0.4	2.4	-8	1	-0.4	0	-2
CSc1cccc(NS(=O)(=O)c2ccc(C(C)=O)cc2)c1	nt	-0.3	-0.1	-5	-1	0.7	-19	4
CCOc1ccccc1N(C)C(=O)c1cn(C)c(=O)c2ccccc12	-9	-0.1	0.2	1	1	4.0	12	-1
Cc1ccc(S(=O)(=O)N2CCN(C(=O)c3c(-c4ccccc4)noc3C)CC2)cc1C	-4	-0.1	0.3	-9	-5	-0.3	-21	-2
O=C(OCc1ccccc1)N1CCCC1/C=C/CN1CCOCC1 (centres undefined)	nt	nt	0.1	-12	-6	nt	-1	-3
COc1c2ccoc2c(OCC=C(C)C)c2oc(=O)ccc12	-3	0.5	0.0	-6	nt	-2.0	nt	-3
Cc1ccc(N2CCN(C(=O)C(=O)c3ccc4c(c3)OCO4)CC2)cc1	nt	-0.1	-0.1	-17	7	-0.7	nt	-3
O=C(c1ccco1)N1CCN(C(=O)c2ccccc2OCc2ccccc2)CC1	0	0.0	-0.1	-4	-2	-3.5	nt	-1
CCc1cc(=O)oc2c(C)c(OC(C)C(=O)N3CCC[C@@H]3C(=O)O)ccc12 (some centres undefined)	0	nt	nt	0	9	5.0	-3	-1
COc1ccc(Cc2nnc(N/N=C/c3ccc(C)o3)[nH]c2=O)cc1	nt	nt	0.0	2	1	1.7	1	0
C[C@H]1CN([C@@H](C)CO)C(=O)Cc2cc(NS(=O)(=O)c3cccs3)ccc2O[C@H]1CN(C)C(=O)Nc1ccccc1	10	0.5	-1.0	5	-4	1.0	1	-1
Cc1cccc(C(=O)N2CCCC(N3CCN(c4ccccc4F)CC3)C2)n1 (centres undefined)	-9	-1.5	0.3	5	-3	1.1	-1	4
COc1cc(SC)ccc1C(=O)N(CC(=O)Nc1ccccc1Br)Cc1ccco1	-22	nt	0.2	-20	5	-0.2	-28	5
CO[C@@H]1CN(C)C(=O)c2ccc(NC(=O)C3CC3)cc2OC[C@H](C)N(Cc2cccc(F)c2)C[C@H]1C	-6	-0.2	0.3	nt	nt	-0.4	-22	nt
COCC#Cc1cnc2c(c1)C(=O)N([C@@H](C)CO)C[C@H](C)[C@@H](CN(C)C(=O)NC1CCCC1)O2	1	-0.3	4.1	6	7	3.0	12	0
CCOc1ccc(N2C(=O)C(=O)/C(=C(/O)c3ccccc3)C2c2ccccc2[N+](=O)[O-])cc1 (centres undefined)	nt	nt	0.1	5	6	-3.2	nt	-1
COC(=O)c1c(-c2ccccc2)noc1C	nt	2.8	0.1	-12	4	-0.9	-2	-3
Cc1cc(C)nc(NC(=O)c2cccc([N+](=O)[O-])c2)c1	nt	-0.1	-0.1	-10	12	nt	13	-2
COc1ccccc1-c1ccc2c(c1)C(C)(Cc1ccc(Cl)c(Cl)c1)C(=O)N2 (centres undefined)	3	1.1	-0.1	-13	?	3.1	25	-3
COc1cccc(OC)c1Nc1nc(C)nc2c1nnn2Cc1ccccc1Cl	-6	0.1	0.0	-28	60*	-3.3	3	2
CNC(=O)/C(C#N)=C/c1cccc(Oc2ccccc2)c1	5	1.9	-0.1	-22	0	-0.5	-39	1
Cc1cccc(N2CCN(C(=O)CCn3c(=O)[nH]c4ccsc4c3=O)CC2C)c1 (centres undefined)	6	-0.1	0.2	-10	6	-0.4	1	2
SMILES	RAD54 branch	E-selectin induc	Xi reactivation	RAD52 inh	DENV2 CPE rescue	F508del corr	INS-1E GSIS act	Casp6 inh
O=C(O)CCCCCNCc1c(Cl)cccc1Cl	nt	-1.4	0.0	1	4	-3.8	-5	1
O=C(c1ccc(N2CCOCC2)c([N+](=O)[O-])c1)N1CCN(c2ccccc2)CC1	1	-1.2	-0.4	-9	15	-3.2	25	1
S=C(NCc1ccco1)N1CCN(C/C=C/c2ccccc2)CC1	nt	-0.1	0.5	-38	4	-1.4	-23	-8
O=C(COC(=O)c1ccccc1OCC(=O)Nc1ccc(Br)cc1)Nc1ccccc1	nt	nt	-0.1	-7	-3	nt	10	-1
O=C1CN(Cc2ccc(F)cc2)C[C@H]2[C@@H](c3ccc(Br)cc3)[C@@H](CO)N12	nt	1.0	0.0	6	0	-4.0	1	0
CCC(=O)NC[C@@H]1[C@H](c2ccccc2)[C@H](CO)N1C(=O)C1CCC1	-5	0.4	0.0	-4	3	-0.6	-1	1
O=C1c2ccccc2S(=O)(=O)c2cc(N3CCOCC3)ccc21	-34	-0.1	0.1	nt	nt	5.4	14	nt
CCCNS(=O)(=O)c1ccc2c(c1)n(C)c(=O)n2C	6	nt	0.2	-13	0	1.2	8	7
C/C=C/c1cnc2c(c1)C(=O)N([C@@H](C)CO)C[C@@H](C)[C@@H](CN(C)Cc1ccc(F)cc1)O2	7	-0.2	-0.6	5	1	1.1	25	2
CO[C@H]1CN(C)C(=O)c2ccc(NC(=O)CC(F)(F)F)cc2OC[C@@H](C)N(C(=O)C2CCCCC2)C[C@@H]1C	nt	-0.2	-0.6	-78	14	1.2	-5	-1
Cc1ccc2nc(Cl)cc(=O)n2c1	nt	-0.3	0.2	-8	-7	-1.9	-1	2
C[C@@H]1CN([C@H](C)CO)C(=O)c2cc(NS(=O)(=O)c3ccc(Cl)cc3)ccc2O[C@@H](C)CCCCO[C@@H]1CN(C)C(=O)c1ccccc1	-2	-0.2	0.3	9	0	0.1	-12	3
O=C(CNC(=O)c1ccc(Br)o1)NCc1ccc(F)cc1	-3	nt	0.2	-19	1	-1.4	2	0
C[C@@H]1CN([C@H](C)CO)C(=O)c2cc(NC(=O)CCC(F)(F)F)ccc2O[C@H]1CN(C)C(=O)Nc1ccc(C(F)(F)F)cc1	19	0.1	0.1	7	?	0.9	20	-2
CN(C)CC(=O)N1[C@@H]2Cn3c(ccc(-c4ccncc4)c3=O)[C@H]1[C@@H](C(=O)NC1CCC1)[C@@H]2CO	11	0.1	0.0	1	5	-1.8	11	1
CN(C1CC(C)(C)N(O)C(C)(C)C1)S(=O)(=O)CC12CCC(CC1=O)C2(C)C (centres undefined)	1	nt	0.2	-16	-1	-1.4	7	2
CCN(CC)S(=O)(=O)c1cccc(C(=O)N/N=C2\CC(=O)CC(C)(C)C2)c1	-20	0.8	0.2	-39	-4	0.3	-1	4

Bioassay records (PubChem BioAssay)
